Screening data: PubChem BioAssay, National Center for Advancing Translational Sciences (NCATS)
Pol beta inh – DNA polymerase beta (human) inhibition | P06746 | Pol beta primer extension/strand displacement, fluorescence kinetic | Potency, µM (doses to about 114 µM), without a hit: top-dose activity change, negative = inhibition, most hits filed as inhibitors | actives 1.3% (n = 340,000) | AID 485314; note: potency is the fitted concentration of half-maximal effect; % is set by controls: 0 for no effect and ±100 for the full control effect
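10 nM enzyme + cpd, 15 min RT; start with substrate 50 nM final; read 0 min and after 10 min RT. Corrected, normalized data; 4-parameter Hill curve fit.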
APEX1 inh – inhibitors of human APE1 endonuclease; P27695; recombinant APE1, TAMRA/BHQ-2 abasic DNA cleavage fluorescence; Potency, µM (titrated, usually from 65.8 µM), for inactives: top-dose activity change, negative = inhibition, actives largely listed as inhibitors; actives 0.35% (n = 350,000);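 note: potency is the fitted concentration of half-maximal effect; plate controls were vehicle for no effect and reference inhibitor for full effect; nearly all actives have a fitted effect of over 55% in size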
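Kinetic fluorescence read (525 ex/598 em nm, three reads 60 s apart) of AP-site incision; signal = third minus first read. Enzyme 0.75 nM, dual-labelled THF duplex 50 nM, compound preincubation 15 min RT.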
ALOX12 inh – ALOX12 (human) lipoxygenase inhibition; P18054; purified 12hLO, xylenol orange hydroperoxide absorbance; Potency, µM (series often up to 108 µM), inactives show top-dose activity change, negative = inhibition, actives largely listed as inhibitors; actives 1.1% (n = 580,000); AID 1671190; note: potency is the fitted concentration of half-maximal effect; % is set by controls: 0 for no effect and ±100 for the full control effect
Target sequence (P18054 whole entry, looked up): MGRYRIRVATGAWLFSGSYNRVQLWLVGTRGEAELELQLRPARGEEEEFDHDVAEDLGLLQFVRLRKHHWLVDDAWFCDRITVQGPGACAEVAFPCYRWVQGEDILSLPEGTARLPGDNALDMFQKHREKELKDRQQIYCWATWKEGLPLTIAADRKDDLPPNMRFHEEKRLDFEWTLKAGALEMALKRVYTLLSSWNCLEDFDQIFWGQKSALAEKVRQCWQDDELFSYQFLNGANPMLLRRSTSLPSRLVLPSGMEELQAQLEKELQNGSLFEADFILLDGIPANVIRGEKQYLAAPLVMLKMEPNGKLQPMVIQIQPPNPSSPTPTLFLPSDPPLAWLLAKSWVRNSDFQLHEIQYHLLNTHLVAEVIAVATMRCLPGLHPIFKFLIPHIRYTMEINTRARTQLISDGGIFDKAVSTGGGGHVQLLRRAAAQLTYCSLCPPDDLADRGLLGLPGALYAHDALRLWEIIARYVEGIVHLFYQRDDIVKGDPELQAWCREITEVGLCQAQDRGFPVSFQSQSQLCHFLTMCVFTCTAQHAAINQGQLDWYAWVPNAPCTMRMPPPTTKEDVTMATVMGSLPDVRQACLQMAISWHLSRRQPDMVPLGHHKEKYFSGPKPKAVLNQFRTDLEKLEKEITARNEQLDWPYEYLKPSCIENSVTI
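Hydroperoxide product was detected by ferrous iron/xylenol orange as the 573 to 405 nm absorbance ratio. Arachidonic acid at 40 uM (final) was turned over for 30 min at room temperature by 150 nM human 12hLO, pH 7.0 Hepes buffer, after 15 min compound preincubation.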
Apoferritin bind – binds horse apoferritin like a general anesthetic; P02791; apoferritin/1-aminoanthracene competitive binding, fluorescence; Potency, µM (doses to about 77.5 µM), inactives show top-dose activity change, negative = displacement, usual class: inhibitors; actives 0.074% (n = 350,000); note: potency is the fitted concentration of half-maximal effect; % is set by controls: 0 for no effect and ±100 for the full control effect; nearly all actives have a fitted effect of over 20% in size
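Concentration-response curves derived by four-parameter Hill fitting of normalized fluorescence, where compounds displaced 1-AMA from 10 uM horse apoferritin following a brief 10 min room-temperature incubation; propofol titration acted as positive control.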
POLK inh – blocks human DNA polymerase kappa activity | AID 588579 | actives 0.53% (n = 400,000) | Potency, µM (doses to about 107 µM), for the others: top-dose activity, negative = inhibition, hits mostly inhibitors | purified Pol kappa, fluorescent DNA synthesis assay, 10 min; note: potency is the fitted concentration of half-maximal effect; % is set by controls: 0 for no effect and ±100 for the full control effect
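10 nM Pol kappa preincubated 15 min at room temperature with compounds, then reaction started with substrate at 50 nM final. Fluorescence read kinetically at 0 and 10 min; buffer-only wells served as negative control.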
LDHA inh – LDHA (human) enzyme inhibition. P00338. purified LDHA, NADH/diaphorase-resazurin fluorescence; stronger effect = lower value. activity change, % (values are at about 110 or 230 µM). actives 0.15% (n = 480,000); in the data active = activity change below about -30%; inconclusive = mostly about -25% to -30%;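 note: plate controls were DMSO wells for no effect and wells without enzyme for full effect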
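Enzyme activity of human lactate dehydrogenase 5 (2 nM; 0.06 mM NADH, 0.2 mM pyruvate, 5 min, RT) is measured via a resazurin/diaphorase fluorescence readout of residual NADH.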
RGS4 inhibitor – inhibitors of human regulator of G protein signaling 4; P49798; Transcreener GDP fluorescence polarization, RGS4-accelerated GTP hydrolysis; Potency, µM (titrated, usually from 114 µM), inactives show at the top dose activity change, negative = inhibition, actives largely listed as inhibitors; actives 0.039% (n = 390,000); note: potency is the fitted concentration of half-maximal effect; % is set by controls: 0 for no effect and ±100 for the full control effect; nearly all actives have a fitted effect of over 75% in size; some results filed as inactive show a strong effect at the top dose
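MLSMR compounds (23 nl, pin-transferred) preincubated 10 min at room temperature with a 500nM (2x) first reagent, then RGS4 at 900nM (2x) plus Transcreener GDP mix added; fluorescence polarization (620/688 nm) read before and after 90 min at 30 °C.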
ERG Ets-DNA blk – ERG Ets/DNA interaction inhibition; actives 0.028% (n = 370,000); fluorescence polarization, His-ERG Ets domain / labelled DNA; AID 624246; Potency, µM (highest dose often 76.9 µM), for inactives: top-dose FP activity, negative = inhibition, usual class: inhibitors; active = well fitted inhibition curve with a large enough effect in the polarisation, with a control signal flat; inconclusive = small, poorly fitted or top-dose-only effect, or effect the other way, or a change in a side signal; inactive = no such curve, though single readings can be large or run the other way; the % refers to the polarisation;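 note: polarization taken with two DNA probes labelled with fluorescein and Texas red; potency is the fitted concentration of half-maximal effect; % of control where 0% means no effect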
Target sequence (P11308 whole entry, looked up, the tested form may be a part): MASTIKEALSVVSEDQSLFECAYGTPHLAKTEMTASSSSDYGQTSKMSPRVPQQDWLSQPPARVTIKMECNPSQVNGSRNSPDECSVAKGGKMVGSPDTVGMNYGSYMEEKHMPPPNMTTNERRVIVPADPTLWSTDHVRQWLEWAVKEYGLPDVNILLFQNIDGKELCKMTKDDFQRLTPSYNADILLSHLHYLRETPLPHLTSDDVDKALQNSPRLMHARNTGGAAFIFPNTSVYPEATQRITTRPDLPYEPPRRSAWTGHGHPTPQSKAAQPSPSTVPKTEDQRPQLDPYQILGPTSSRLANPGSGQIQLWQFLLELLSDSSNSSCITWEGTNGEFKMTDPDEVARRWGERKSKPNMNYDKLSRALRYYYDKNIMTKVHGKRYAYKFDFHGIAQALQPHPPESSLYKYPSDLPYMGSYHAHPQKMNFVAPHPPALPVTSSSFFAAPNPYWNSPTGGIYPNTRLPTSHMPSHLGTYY
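His-tagged ERG Ets domain (1 uM in the protein solution; 300mM KCl, 50mM Tris-HCl, 1mM EDTA, 1mM DTT, pH 7.5) received compound, then a probe mix of 5 nM fluorescein-DNA and 100nM Texas-615-DNA. Fluorescence polarization was read for both dyes.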
POLH inh – blocks human DNA polymerase eta activity; Q9Y253; Potency, µM (titrated, usually from 114 µM), without a hit: at the top dose activity change, negative = inhibition, actives largely listed as inhibitors; recombinant Pol eta, fluorescent DNA replication assay; actives 1.2% (n = 390,000); note: potency is the fitted concentration of half-maximal effect; % is set by controls: 0 for no effect and ±100 for the full control effect
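Pol eta at 10 nM preincubated with compounds 15 min at room temperature; reaction started with fluorescent substrate (50 nM final) and read kinetically at 0 and 10 min.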
* = called active by the depositor; ? = inconclusive; nt = not tested or not shown; & = joins results of further samples; [ ] = remark or other dose. Unless noted, calls come from the whole dose curve; as a rule, active = well fitted curve in the direction sought with a large enough effect; inconclusive = small, poorly fitted or top-dose-only effect, or another doubt; inactive = no such curve, though single readings can be large; an effect the other way counts as inactive or inconclusive.

SMILES	Pol beta inh	APEX1 inh	ALOX12 inh	Apoferritin bind	POLK inh	LDHA inh	RGS4 inhibitor	ERG Ets-DNA blk	POLH inh
O=[N+]([O-])c1cc(NCCO)c(N2CCCCCC2)c2nonc12	6%	22%	?	-13%	12%	2	0%	16%	-17%
CC(=O)c1ccc(Oc2ccc(C(C)=O)cc2)cc1	19%	-4%	0%	-14%	0%	-2	-39%	6%	-11%
COC(=O)c1ccc(COc2ccccc2/C=C(\C#N)C(=O)Nc2ccc(C)cc2C)cc1	2%	10%	-12%	1%	-2%	1	-18%	1%	-13%
O=C(Cc1cccs1)NC1CC(=O)N(c2cccc(F)c2)C1 (centres undefined)	20%	nt	?	-3%	-3%[60.1 µM]	-3	-23%	2%	-6%
CN(Cc1ccccc1)c1ccc(-c2nc(-c3ccco3)no2)cc1[N+](=O)[O-]	-2%	nt	0%	?	-1%	0	-16%	-5%	-16%
Cc1nn(-c2nc(-c3ccc(F)cc3)cc(C(F)(F)F)n2)c(C)c1Br	18%	nt	?	?	-2%	3	2%	0%	-15%
O=C(NCc1ccco1)C12CC3CC(CC(C3)C1)C2	?	2%	-17%	?	0%	-8	-5%	-1%	-12%
Cc1c(Cl)cccc1NC(=O)CSc1ncc2c(n1)-c1ccccc1N(C)S2(=O)=O	2%	nt	?	-6%	-3%	-6	-11%	0%	-12%
CC(C)c1ccc2oc(-c3cc(NC(=O)c4cccs4)ccc3Cl)nc2c1	2%	nt	0%	-2%	-8%	3	-15%	10%	-19%
Cc1ccc(NC(=O)COc2coc(CN3CCc4ccccc43)cc2=O)c(C)c1	nt	-10%	?	nt	-16%	4	-16%	-8%	?
O=C(Nc1ccccc1Cl)O/N=C/c1ccncc1	nt	nt	19%	nt	-2%[60.1 µM]	-4	-7%	nt	14%
O=C(O)c1ccc(Oc2nc3ccccc3s2)cc1	nt	nt	3%	nt	-10%	?	19%	-11%	-18%
O=C(NNC(=O)c1cc2ccccc2oc1=O)c1ccccc1	37%	7%[12.4 µM]	1%	8%	-3%	-3	-24%	-15%	2%
COc1ccccc1N1CCN(S(=O)(=O)c2c(C)sc3ncn(CC(=O)Nc4ccccc4F)c(=O)c23)CC1	17%	nt	-31%	-3%	-2%	-3	-2%	-5%	-13%
CCOC(=O)c1cc2c(OC)ccc(OC)c2n1CC(=O)c1ccccc1	-2%	59%[activator]	-2%	0%	-2%	-5	17%	0%	-9%
O=C(CSc1nnc(-c2ccc(O)cc2)o1)c1ccc(Br)cc1	-13%	nt	7%	?	-7%[60.1 µM]	4	-31%	-7%	-14%
Cc1nn(CCCC(=O)NCc2ccccc2)c(=O)c2c1sc1ccccc12	79µM*	nt	1%	-7%	?	-1	-25%	0%	nt
O=C(NNC(=O)C1CCN(S(=O)(=O)c2ccc(Cl)cc2)CC1)c1ccc(Cl)cc1	84%	1%	-3%	-3%	-9%	-11	-7%	10%	3%
Cn1ccc2c(OCC(=O)NCc3ccccc3)cccc2c1=O	29%	nt	-14%	-11%	-6%[60.1 µM]	-10	1%	14%	-7%
CCOC(=O)CC(NS(=O)(=O)c1ccc(NC(C)=O)cc1)c1ccc(OCC)cc1 (centres undefined)	1%	-1%	40%[activator]	-1%	-13%	-1	10%	6%	12%

Arranged by length of the SMILES (low to high): some entries from above
SMILES	Pol beta inh	APEX1 inh	ALOX12 inh	Apoferritin bind	POLK inh	LDHA inh	RGS4 inhibitor	ERG Ets-DNA blk	POLH inh
O=C(Cc1cccs1)NC1CC(=O)N(c2cccc(F)c2)C1 (centres undefined)	20%	nt	?	-3%	-3%[60.1 µM]	-3	-23%	2%	-6%
CC(C)c1ccc2oc(-c3cc(NC(=O)c4cccs4)ccc3Cl)nc2c1	2%	nt	0%	-2%	-8%	3	-15%	10%	-19%
COc1ccccc1N1CCN(S(=O)(=O)c2c(C)sc3ncn(CC(=O)Nc4ccccc4F)c(=O)c23)CC1	17%	nt	-31%	-3%	-2%	-3	-2%	-5%	-13%

5 compounds drawn at random from those above, as already listed:
SMILES	Pol beta inh	APEX1 inh	ALOX12 inh	Apoferritin bind	POLK inh	LDHA inh	RGS4 inhibitor	ERG Ets-DNA blk	POLH inh
Cc1nn(CCCC(=O)NCc2ccccc2)c(=O)c2c1sc1ccccc12	79µM*	nt	1%	-7%	?	-1	-25%	0%	nt
Cn1ccc2c(OCC(=O)NCc3ccccc3)cccc2c1=O	29%	nt	-14%	-11%	-6%[60.1 µM]	-10	1%	14%	-7%
O=[N+]([O-])c1cc(NCCO)c(N2CCCCCC2)c2nonc12	6%	22%	?	-13%	12%	2	0%	16%	-17%
CC(C)c1ccc2oc(-c3cc(NC(=O)c4cccs4)ccc3Cl)nc2c1	2%	nt	0%	-2%	-8%	3	-15%	10%	-19%
O=C(NNC(=O)c1cc2ccccc2oc1=O)c1ccccc1	37%	7%[12.4 µM]	1%	8%	-3%	-3	-24%	-15%	2%

The list goes on:
SMILES	Pol beta inh	APEX1 inh	ALOX12 inh	Apoferritin bind	POLK inh	LDHA inh	RGS4 inhibitor	ERG Ets-DNA blk	POLH inh
COc1ccc(OC)c(-c2csc(NC(=O)COC(=O)c3ccc(NC(=O)CC#N)cc3)n2)c1	nt	15µM*	nt	nt	50µM*	-9	1%	24%	20µM*
C(=N\NCc1ccccc1)/c1ccc2ncccc2c1	?	0%	76%[activator]	-8%	10%	0	-34%	-1%	-11%
COc1ccccc1CC(NC(C)=O)C(=O)NC1CCN(C(=O)NCc2ccccc2)CC1 (centres undefined)	-1%	34%	-8%	-15%	2%	-5	-5%	1%	-16%
COc1ccc(N2CCN(CCCNC(=O)C(=O)c3c[nH]c4ccccc34)CC2)cc1	-13%	-9%	?	-23%	-12%	4	-18%	-7%	-9%
Cc1onc(-c2c(F)cccc2Cl)c1C(=O)Nc1nccs1	13%	15%	2%	-5%	-5%	-7	13%	-6%	-7%
Cc1oc(-c2cccs2)nc1CS(=O)CC(=O)NCCc1ccccc1 (centres undefined)	-1%	-1%	-7%[57.4 µM]	-11%	-14%	-9	-18%	-7%	-3%
O=C(Cc1ccccc1)NCC(=O)OC(c1ccccc1)c1ccccc1	1%	-2%	-7%	-10%	-4%	-10	0%	-2%	0%
CC(C)C1C(C#N)=C(N)Oc2n[nH]c(-c3ccc4ccccc4c3)c21 (centres undefined)	-11%	-4%	?	?	-19%	2	16%	nt	-15%
CCC(=O)NC(=S)Nc1ccc(NC(=S)NC(=O)c2ccccc2)cc1	-20%	2%	?	-7%	1%	0	-36%	0%	-7%
Cc1cc(NC(=O)COC(=O)[C@@H]2CCCN2C(=O)c2cccs2)no1	nt	nt	0%	nt	2%	0	-12%	5%	-10%
O=C(Cc1ccccc1[N+](=O)[O-])N1CCOCC1	37%	14%	7%	-5%	-4%	-4	23%	-5%	-4%
C#CCOCCOCCOCCNc1nc(N2CCN(C(=O)[C@H](C)n3cc(CCC(=O)O)nn3)CC2)nc(N2CCN(C(=O)[C@H](CCCCN)n3cc(CCCC)nn3)CC2)n1	nt	nt	-23%	nt	-1%	-1	-21%	-3%	-6%
COc1ccc(CCN(C)C(=O)CSc2nccn2C)cc1OC	5%	2%	-22%	-16%	4%	-2	14%	-6%	-4%
O=C(NC1CC1)C1Nc2ccc(OC(F)(F)F)cc2C2C=CCC12 (centres undefined)	nt	nt	0%	nt	1%	-5	27%	-4%	-12%
C1CCCCCC(NCCN2CCNCC2)CCCCC1	20%	4%	0%	1%	-5%	1	-16%	13%	-14%
C=CCn1c(Cc2csc(N)n2)nnc1SCC(=O)OCC	2%	-1%	-11%	-4%	-2%	0	20%	-14%	-8%
O=C(O)C1CCN(Cc2ccccn2)CC1	0%	2%	?	0%	1%	-6	-17%	-25%	-2%
COc1ccc(NC(=O)CCC(=O)N/N=C/c2cccnc2)cc1	3%	37%	0%	-6%	-5%	-10	-1%	3%	-1%
CC1CCN(C2=C(NS(=O)(=O)c3ccc(Cl)cc3)C(=O)c3ccccc3C2=O)CC1	-25%	11%	-6%	-24%	4%	29	2%	-25%	0%
O=c1cc(Cl)[nH]c(=O)n1Cc1ccc(F)cc1	-1%	87%[activator]	-16%	-7%	2%	-7	-13%	-7%	-16%
CN(C)c1ccccc1C(=O)N1CCCC(Nc2ccc(F)cc2)C1 (centres undefined)	-20%	44%	-8%	-12%	6%	3	-5%[56.9 µM]	2%	-8%
Cc1cccc(CS(=O)(=O)c2ncc(Cl)c(C(=O)Nc3c(C)cccc3C)n2)c1	-1%	55%[activator]	6%	-17%	15%	2	?	3%	-16%
CC(Oc1ccc(Br)cc1)C(=O)NC1CCN(Cc2ccccc2)CC1 (centres undefined)	nt	11%	?	nt	-16%	-4	3%	-1%	-7%
COc1ccc(NC(=O)CN(C)CC(=O)NCCc2ccc(F)cc2)cc1	nt	9%	14%	nt	-5%	-6	-16%	9%	-1%
CC(Nc1cc(N2CCNCC2)ccc1[N+](=O)[O-])c1ccccc1 (centres undefined)	20%	?	?	3%	-12%	-3	-44%	-7%	-12%
CCCCN(C)S(=O)(=O)c1ccc(C(=O)N(CCN(C)C)c2nc3ccc(C)cc3s2)cc1	2%	-1%	-22%	?	-10%	-6	10%	-4%	-13%
COc1ccc(C2=NOC(Cn3nc(-c4ccccc4)cc3C(=O)NCc3ccccc3OC)C2)cc1 (centres undefined)	nt	-7%	0%	nt	-3%	-3	0%	17%	2%
COc1cc(/C=N/NC(=O)c2ccncc2)ccc1O	-13%&-6%	-16%&-10%	21%&14%	-7%&-9%	-1%&-7%	-2&-5	-13%&-14%	13%&-25%	-23%&-21%

A portion of the library; the hit share may differ from the screen's.
